MITF primary: MITF inhibitors, primary screen, biochemical, AlphaScreen, human | AlphaScreen MITF homodimerization, bead proximity signal | inhibition, % at 2.6 µM | actives 0.91% (n = 650,000) | Microphthalmia-associated transcription factor (Homo sapiens), O75030; in the data active = inhibition above about 50%;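 note: 0% = vehicle wells with protein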
Target sequence (O75030 whole entry, looked up): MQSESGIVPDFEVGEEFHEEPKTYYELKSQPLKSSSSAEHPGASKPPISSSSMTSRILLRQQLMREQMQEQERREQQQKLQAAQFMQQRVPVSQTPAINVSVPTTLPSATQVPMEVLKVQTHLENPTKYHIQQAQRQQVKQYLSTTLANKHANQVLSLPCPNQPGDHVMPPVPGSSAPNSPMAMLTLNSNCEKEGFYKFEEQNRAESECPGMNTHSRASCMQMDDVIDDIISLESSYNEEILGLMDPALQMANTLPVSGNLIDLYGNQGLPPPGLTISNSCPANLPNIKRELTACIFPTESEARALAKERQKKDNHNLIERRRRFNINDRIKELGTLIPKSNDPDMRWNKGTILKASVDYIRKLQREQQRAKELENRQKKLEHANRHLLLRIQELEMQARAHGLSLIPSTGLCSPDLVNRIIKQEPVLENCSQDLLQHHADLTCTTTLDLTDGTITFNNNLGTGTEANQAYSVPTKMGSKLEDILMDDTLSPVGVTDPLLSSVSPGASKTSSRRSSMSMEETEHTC
FBW7 act: FBW7 E3 ligase activators, primary screen, biochemical, AlphaScreen, human; F-box/WD repeat-containing protein 7 (Homo sapiens), Q969H0; actives 0.13% (n = 650,000); normalized activity (activation), % at 26.1 µM; AlphaScreen FBW7–phospho-cyclin E peptide binding, activator screen; in the data active = normalized activity above about 1.9%;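 note: purified mutant Fbw7 with reduced substrate affinity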
TEAD-YAP inh: TEAD-YAP interaction inhibition, primary screen, TEAD-YAP interaction inhibitor project, luminescence, HEK-TIYL cells | TEAD-Gal4/YAP UAS-luciferase luminescence | inhibition, % at 9.12 µM | actives 1.4% (n = 640,000) | AID 1259422, 2018; in the data active = inhibition above about 32%;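 note: 0% = median of test compound wells and 100% = reference inhibitor wells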
GPR151 ag: activators of human GPR151, primary screen, cell-based, PathHunter beta-arrestin, luminescence; G-protein coupled receptor 151 (Homo sapiens), Q8TDV0; PathHunter beta-arrestin GPR151 cells; activation, % at 11.2 µM; actives 1% (n = 650,000); in the data active = activation above about 4.9%;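 note: 0% = median of compound wells and 100% = cells with positive control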
Target sequence (Q8TDV0 whole entry, looked up): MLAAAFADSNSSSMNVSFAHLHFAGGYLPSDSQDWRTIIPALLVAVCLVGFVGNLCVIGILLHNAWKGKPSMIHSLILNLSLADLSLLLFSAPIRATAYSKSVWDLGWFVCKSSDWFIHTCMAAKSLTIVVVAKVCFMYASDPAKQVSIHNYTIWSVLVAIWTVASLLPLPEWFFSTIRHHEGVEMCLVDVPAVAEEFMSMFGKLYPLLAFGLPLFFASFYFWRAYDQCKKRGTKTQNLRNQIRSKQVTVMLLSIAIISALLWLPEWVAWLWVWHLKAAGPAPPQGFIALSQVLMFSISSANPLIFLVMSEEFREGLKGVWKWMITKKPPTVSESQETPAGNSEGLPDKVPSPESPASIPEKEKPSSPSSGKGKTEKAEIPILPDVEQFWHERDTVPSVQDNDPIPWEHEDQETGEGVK
An asterisk follows results filed as active.

compound,MITF primary,FBW7 act,TEAD-YAP inh,GPR151 ag
CCOC(=O)c1ccc2[nH]cc(C(=O)c3ccc(C)cc3)c(=O)c2c1,2,0.1,2,0.6
Fc1ccc(-c2ccc(SCc3ccccc3F)nn2)cc1,-10,0.2,-55,-1.2
COc1ccc2nc(NC(=O)c3ccc([N+](=O)[O-])cc3Cl)sc2c1,0,-0.1,-29,-0.4
O=c1[nH]c(O)c(C=Nc2ccccc2-c2ccccc2)c(=O)[nH]1,12,-0.1,10,0.9
COC(=O)C1=C(C)NC2=C(C(=O)CC(C)(C)C2)C1c1cccc(Cl)c1Cl (stereo unspecified),0,2.0*,2,1.2
CCN=c1scc(-c2ccccc2)n1/N=C/c1ccccn1,1,-0.6,55*,-1.6
CC1CCN(CCn2c(=S)[nH]c3ncccc3c2=O)CC1,1,-0.1,5,-0.1
CCCn1c(=O)c2c(nc3n(-c4ccc(CC)cc4)c(C)cn23)n(C)c1=O,15,0.7,3,-0.8
NNC(=O)CSc1nc2scc(-c3ccccc3)c2c(=O)n1-c1ccccc1,17,0.0,-5,2.1
Cc1ccc(S(=O)(=O)CCc2nnc(-c3ccc(F)cc3)o2)cc1,-4,0.1,-3,-0.6
COC(=O)CN1C(=O)S/C(=C/c2cccc(OC)c2OC(C)C)C1=O,6,0.4,0,-1.0
O=C(CN1C(=O)C2CCCCC2C1=O)OCc1nnc(-c2ccccc2)o1 (stereo unspecified),-9,0.0,-8,0.2
CCN(CC)S(=O)(=O)c1cc(C)ccc1NC(=O)c1cccnc1SC,-4,-0.1,7,1.4
Cc1ccc(-c2c(NC(C)(C)C)c(=O)c2=O)cc1C,-15,0.0,21,-0.4
CCc1ccc(-n2c(=S)sc3c(=O)n(-c4ccc(C)cc4)c(SCC(=O)NCc4ccco4)nc32)cc1,5,-0.1,-3,1.5

Only FBW7 act, for some of the entries so far:
Structure | FBW7 act
CC1CCN(CCn2c(=S)[nH]c3ncccc3c2=O)CC1 | -0.1
CCCn1c(=O)c2c(nc3n(-c4ccc(CC)cc4)c(C)cn23)n(C)c1=O | 0.7
NNC(=O)CSc1nc2scc(-c3ccccc3)c2c(=O)n1-c1ccccc1 | 0.0

Quoted at random: 2 records from the list.
compound,MITF primary,FBW7 act,TEAD-YAP inh,GPR151 ag
CCOC(=O)c1ccc2[nH]cc(C(=O)c3ccc(C)cc3)c(=O)c2c1,2,0.1,2,0.6
Cc1ccc(S(=O)(=O)CCc2nnc(-c3ccc(F)cc3)o2)cc1,-4,0.1,-3,-0.6

Following part.
compound,MITF primary,FBW7 act,TEAD-YAP inh,GPR151 ag
COc1cc(/C=C2\C(=O)N(c3ccc(Cl)c(C(=O)O)c3)N=C2C)ccc1OC(C)=O,-8,0.0,-2,0.4
Cc1ccc(OC(=O)/C(=C/c2nc3ccccc3n2Cc2ccc(Br)cc2)c2ccc(C)cc2)cc1,-1,-0.1,-1,-0.3
COc1cc2nc(NCc3cccnc3)nc(NCc3ccccc3)c2cc1OC,-2,-0.1,7,-0.4
CC(C)n1c(-c2csc3ccccc23)nc2c(Nc3ccccc3)ncnc21,13,0.3,-44,1.3
Cc1ccc(S(=O)(=O)NCCc2ccccn2)s1,4,0.0,7,-1.1
O=C(Cn1ncc2c1-c1ccccc1OC2)Nc1ccc2c(c1)OCO2,10,0.0,4,-0.2
COc1ccc(CCNC(=O)CSc2nc3ccsc3c(=O)n2C2CCCCC2)cc1OC,14,0.2,-8,-0.9
O=C(CCc1nnc(COc2ccccc2)o1)NCc1ccccc1C(F)(F)F,5,0.0,-6,0.6
CCOc1ccc(/C=C2\N=C(c3ccc4c(c3)OCO4)OC2=O)cc1,2,0.1,5,-0.3
O=C(c1cccc(Cl)c1)N1CCN(Cc2c[nH]c3ccccc23)CC1,42,0.4,10,-0.6
COc1cc(-c2nnc(SCC(=O)c3cc(F)ccc3F)o2)cc(OC)c1OC,-7,0.0,13,-0.4
C/C(=N\Nc1ccc(S(N)(=O)=O)cc1[N+](=O)[O-])c1ccccc1Br,12,-0.2,-7,0.3
O=C(NCCS(=O)(=O)N1CCN(c2ncccn2)CC1)c1ccc2ccccc2c1,-20,-0.1,-10,0.1
O=C(NC1CCN(Cc2ccccc2)CC1)C1CCN(c2ccc(N3CCCC3CO)nn2)CC1 (stereo unspecified),5,0.0,3,-2.1
CC(C)(C)c1ccc(OCCSc2nc3ccccc3n2CC(=O)O)cc1,-3,0.0,-1,2.0

Later entries:
compound,MITF primary,FBW7 act,TEAD-YAP inh,GPR151 ag
CC1CCCC(n2c(=S)[nH]c3ccc(Cl)cc3c2=O)C1C (stereo unspecified),-1,0.0,7,0.6
CCCSc1nc2c(c(=O)n1C)SC(C)C2 (stereo unspecified),-4,-0.1,-2,0.1
C=CCNS(=O)(=O)c1ccc(OCC)cc1,14,0.0,2,0.3
Cc1ccc(C(=O)Nc2nc3ccc([N+](=O)[O-])cc3s2)cc1C,9,-0.1,-5,1.1
CC(C)CCn1c(SCc2ccc(F)cc2Cl)nc2ccsc2c1=O,2,0.1,-10,-0.7
CN(CCCNc1c(-c2ccc(Cl)cc2)c(=O)c1=O)Cc1ccccc1,-5,-0.1,4,-1.5
COc1cccc(NC(=O)CNC(=O)c2ccc(F)cc2)c1,12,0.1,-7,0.7
Cc1ccc(SC2=NS(=O)(=O)c3ccccc32)cc1,-2,0.0,-5,1.8
O=C(Cn1cc2c(n1)CCCC2)NCc1cccc(Cl)c1,-4,0.1,-8,0.3
O=C1CCC(N2CCN(C3CCCCC3)CC2)CCN1Cc1ccc(F)cc1F (stereo unspecified),-22,0.0,-5,-0.2
O=C(Nc1ccccc1O)c1cc(I)ccc1Cl,-5,-0.2,-16,1.7
COC(=O)C1=CN(c2ccc(F)c(Cl)c2)C=C(C(=O)OC)C1c1ccc([N+](=O)[O-])cc1,2,-0.1,-3,2.3
CC(=O)c1ccc(N/C(=N\S(=O)(=O)c2ccc(F)cc2)c2ccccc2)cc1,3,0.4,-2,1.7
Cc1cccc(C(=O)N/C(=C\c2ccc([N+](=O)[O-])cc2)C(=O)Nc2cccc(F)c2)c1,8,0.4,4,-3.0
COc1ccc(C(c2ccc(C)s2)c2ccc(C)s2)cc1,3,0.1,0,3.4

(cont.)
compound,MITF primary,FBW7 act,TEAD-YAP inh,GPR151 ag
CCN(Cc1ccccc1)S(=O)(=O)c1ccc(OC)c2ncccc12,21,-0.1,3,-0.3
O=c1[nH]c(/C=C/c2ccc3c(c2)OCO3)c([N+](=O)[O-])c(=O)[nH]1,2,-0.2,-16,-2.1
Cc1cc(C)n(C(=O)c2c(F)cccc2F)n1,9,0.9,9,0.6
CN1CCCCC1C(=O)N/N=C/c1cc(Br)ccc1F (stereo unspecified),6,0.1,1,1.3
O=[N+]([O-])c1ccc(OCCCCBr)cc1,13,0.0,7,1.1
CC(=O)Nc1ccc(Oc2ccc3c(c2)C(=O)N(c2ccccc2C)C3=O)cc1,9,-0.1,6,0.7
CCC(=O)c1c(-c2ccc(Br)cc2)nc2n(CCN(CC)CC)c3ccccc3n12,7,-0.1,-7,-1.8
c1ccc(Oc2ccc(Nc3nc(Nc4ccncc4)nc4c3ncn4C3CCCCC3)cc2)cc1,8,0.2,-19,-2.2
COc1ccc2sc(Nc3nc(C)c(C(C)=O)s3)nc2c1,21,0.1,-41,-2.0
Cc1cc(C)nc(SC/C(N)=N\O)n1,-1,-0.1,-1,-0.8
CC(C)(NC(=O)c1ccccc1C(=O)NC1CC1)C(=O)NC1CC1,6,0.1,-3,-1.6
CC1=C(C#N)C(=O)N(C)C(=O)/C1=C\c1ccc(-c2ccc([N+](=O)[O-])cc2)o1,-9,-0.5,-5,0.0
COc1ccccc1NS(=O)(=O)c1ccc(Cl)c(C(=O)Nc2ccccc2C)c1,-1,-0.3,0,1.0
COCCn1nnnc1CN1CCSCC1,56*,1.4,14,1.7
Cc1cccc(-n2c(=O)cc(N3CCN(c4ccc(F)cc4)CC3)[nH]c2=O)c1,-3,0.0,5,-0.6

Going on with the list:
SMILES	MITF primary	FBW7 act	TEAD-YAP inh	GPR151 ag
COc1ccccc1CC(=O)NC(C)C12CC3CC(CC(C3)C1)C2 (stereo unspecified)	-5	-0.1	-3	-1.8
CCOC1=C/C(=C/c2c(N)n3nc(C(F)(F)F)sc3nc2=O)C=CC1=O	-1	-0.1	12	-0.5
CCN1C(=O)C(CC(=O)Nc2ccc(C(=O)OC)cc2)N(Cc2ccc(Cl)cc2)C1=S (stereo unspecified)	0	-0.1	-5	0.3
COc1ccc(OC)c(NS(=O)(=O)c2c(C)cc(C)cc2C)c1	-6	0.2	-4	0.7
O=C(NNC(=O)c1ccco1)C(=O)NC1CCCCC1	-4	0.0	-12	2.7
Cc1ccc(-c2nc3ccccc3c(=O)n2CC(=O)Nc2ccc(C)cc2Br)cc1	-6	-0.1	-8	1.9
C#CC(C)(CC)OCC(O)CN1CCN(c2ccccc2OC)CC1 (stereo unspecified)	12	-0.1	15	-0.2
COCCCn1c(SCC(=O)NC(C)C)nnc1-c1ccccc1	-14	0.0	2	-0.7
COc1cccc(C=Nc2ccc(S(=O)(=O)Nc3ccccn3)cc2)c1O	4	0.0	-13	0.0
Cc1ccc(-n2cnnn2)c2cccnc12	-9	-0.2	-4	-0.3
CC(C)N1CCc2c(sc(NC(=O)c3ccc(C(C)(C)C)cc3)c2C(N)=O)C1	16	0.2	-15	-2.0
Cc1ccc(N=Cc2nc(-c3cccc4ccccc34)oc2O)c(Br)c1	0	0.1	1	-0.5
COc1ccc(-c2nc(Nc3ccccc3OC)sc2CC(=O)O)cc1	8	-0.1	51*	1.6
Fc1ccc(-c2csc3ncnc(NCCc4cccs4)c23)cc1	4	0.1	43*	2.4
CCCOc1ccc(C2C(C(=O)OC)=CN(Cc3ccc(F)cc3)C=C2C(=O)OC)cc1	-14	-0.1	7	-0.5

Later entries
SMILES	MITF primary	FBW7 act	TEAD-YAP inh	GPR151 ag
CC1CC(C)CN(C(=O)C2CCN(S(=O)(=O)c3cccnc3)CC2)C1 (stereo unspecified)	6	0.0	3	1.3
COc1ccccc1CNC(=O)Cn1cc2c(n1)CCCCCC2	0	0.1	-10	-0.2
CCOc1ccccc1N(C(C)=O)S(=O)(=O)c1ccc(Cl)cc1	0	0.0	3	-1.1
CCOC(=O)c1c(C)c(-c2ccccc2)n(CC(=O)N2CCCCC2)c1C	5	0.0	-3	-0.1
CCC(C)NC(=O)C1CCCN1C(=O)Nc1ccccc1 (stereo unspecified)	14	0.0	-11	0.3
Nc1nc(Nc2ccc(C(F)(F)F)cc2)cc(Nc2ccc3c(c2)OCO3)n1	13	0.0	-8	1.3
Cc1cc(C)cc(NC(=O)CN(c2ccc(Cl)cc2C)S(=O)(=O)c2ccccc2)c1	6	0.3	10	0.9
COc1cccc(-c2nc3sc(C)c(C)c3c(=O)[nH]2)c1	13	0.8	4	-0.8
O=C(CN1CC(=O)Nc2ccccc21)Nc1cccc(Oc2ccccc2)c1	18	0.0	2	-1.9
CCCc1cc2c(=O)c(-c3ccc4c(c3)OCCO4)c(C)oc2cc1OCC(N)=O	-12	-0.3	-6	1.6
CCOC(=O)C1=CN(C)C=C(C(=O)OCC)C1c1ccccc1Cl	5	0.0	3	1.0
CC(C)OCCCNC(=O)CCNC(=O)Cn1ccc2ccccc2c1=O	21	0.8	3	-0.7
COc1ccc(-c2nc(NC3CC3)c3[nH]cnc3n2)cc1	-10	0.1	-2	1.7
CCn1c(-c2cccc(S(=O)(=O)N3CCCC3)c2)n[nH]c1=S	16	0.1	-1	-0.8
CC(=O)c1ccc(-c2cc(F)cc3c2OC(CNC(=O)CN(C)C)C3)s1 (stereo unspecified)	2	-0.1	4	5.6*

The results go on.
SMILES	MITF primary	FBW7 act	TEAD-YAP inh	GPR151 ag
CCOc1c(Br)cc(/C=c2/sc3nc4ccccc4n3c2=O)cc1OC	-2	0.1	1	0.3
Cc1ccccc1C(=O)Nc1ccc(S(=O)(=O)Nc2onc(C)c2C)cc1	13	0.1	-21	0.7
Cc1sc2ncn(CC(=O)NCCCC(=O)N3CCCCC3)c(=O)c2c1C	19	0.1	-8	-0.3
COC(=O)CNC1CCN(c2ccc(C(=O)NCCN3CCOCC3)cc2)CC1	-5	0.0	1	2.1
CCOC(=O)C1C(=O)NC(SCC(=O)Nc2cc(OC)c(Cl)cc2OC)=C(C#N)C1c1ccccc1OCC (stereo unspecified)	-5	0.1	3	0.0
CCOc1ccc(CON2C(=O)c3ccccc3C2=O)cc1Cl	1	0.1	-5	0.7
COc1cc(-c2cn[nH]c2)ccc1C(=O)NCCc1ccco1	18	0.2	-57	-0.9
O=C1C(=O)N(Cc2ccccc2[N+](=O)[O-])c2ccccc21	13	0.1	13	0.3
COC(=O)c1cnc2sc3ccccc3n2c1=O	-4	0.1	-2	-1.3
c1ccc(-c2nnc3ccc(N4CCCC4)nn23)cc1	3	0.0	-6	1.1
Cc1ccc(S(=O)(=O)NC(=O)Nc2ccc(-c3nc4ccc(C)cc4s3)cc2)cc1	16	0.1	91*	-8.6
CCNc1nc(NCc2cccc(C(F)(F)F)c2)c2ncn(-c3ccsc3)c2n1	8	0.0	-8	-0.1
